# High-throughput results as filed in PubChem.
# H9c2 TAG inh – inhibitors of triacylglycerol accumulation. H9c2 cells, Nile Red lipid (TAG) fluorescence; cells loaded with 200 µM oleic acid. inhibition, % at 12.5 µM. 0.66% of 230,000 active. AID 651582;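 active = pattern-corrected inhibition of lipid staining of at least 50% with the nuclear-stain viability signal not falling by more than 50%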;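 also: 0% = DMSO wells and 100% = triacsin C control wells; some results filed as inactive read as strong as hits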
# H9c2 TAG inh DAPI viability – recorded beside H9c2 TAG inh, whose call it bears; DAPI nuclei signal change (viability), lower = more cytotoxic, %;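 whole-well DAPI fluorescence read on a plate reader as a viability signal; minus 50 percent equals half of cells still viable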
# Numbers without * were called inactive.
SMILES	H9c2 TAG inh	H9c2 TAG inh DAPI viability
O=C(Nc1ccc(Cl)c(Cl)c1)OCc1cncs1	3.6	-1.4
COc1ccc(C(CC(=O)N2CCCC2)c2c(OC)cc(OC)c3ccc(=O)oc23)cc1 (configuration not stated)	-12.3	11.4
CCCCn1c(N)c(N(CC(C)C)C(=O)c2cccc(S(=O)(=O)N(C)c3ccccc3)c2)c(=O)[nH]c1=O	28.8	-5.3
COc1ccc(CC(=O)OCC(=O)NCCNC(=O)COC(=O)Cc2ccc(OC)cc2)cc1	0.3	-3.2
COc1cccc(C(=O)C2CCCN(C(=O)CCc3scnc3C)C2)c1 (configuration not stated)	-13.7	-5.3
Clc1ccc2nc(C3CCN(Cc4nnnn4C4CCCCC4)CC3)[nH]c2c1	-22.0	9.0
COc1cc2c(cc1OC)C(c1ccccc1)N(C(=O)c1ccco1)CC2 (configuration not stated)	-11.0	-9.2
CC(C)(NO)/C(=N/O)c1ccc(Br)cc1	19.2	-16.8
COc1ccc(C(=O)NCCCNC(=O)c2ccccn2)cc1Br	-5.8	-6.0
COc1ccc(NC(=O)c2ccccc2SC)cc1OC	8.9	-1.1
CCCNS(=O)(=O)c1ccc(CCC(=O)N2CCN(c3ccc(F)cc3)CC2)cc1	5.5	2.2
O=C(NCCCc1ccccc1)c1ccc([N+](=O)[O-])cc1Cl	4.6	-7.4
O=C(NC1CCCCCC1)C1C2C=CC3(CN(Cc4cccnc4)C(=O)C13)O2 (configuration not stated)	-9.7	2.8
Cc1ccc(C(=O)OCC(=O)c2ccccc2)cc1	-6.0	3.9
CC1=CC(C)(C)Nc2ccc(OC(=O)C(Cc3ccccc3)N3C(=O)c4ccccc4C3=O)cc21 (configuration not stated)	-43.5	8.1
O=C(Oc1c(CN2CCOCC2)cc(Cl)c2cccnc12)c1ccccc1Br	103.2	-58.6
CCC1CCC/C1=N\NC(=O)c1ccccc1Cl (configuration not stated)	-4.1	6.8
Cc1ccc(C(=O)Nc2nnc(COc3ccccc3)s2)cc1	-3.2	1.2
Cc1cccc(C(=O)NC(=S)NNC(=O)Cc2ccccc2)c1	3.1	-6.1
CC(C)C(C(=O)Nc1ccc(S(N)(=O)=O)cc1)N1C(=O)c2ccccc2C1=O (configuration not stated)	-7.0	-2.0
COc1ccc(-c2oc3ncnc(NCCCO)c3c2-c2ccc(OC)cc2)cc1	4.9	21.7
CC(=O)NC(CC(C)C)C(=O)O (configuration not stated)	-7.1	-8.9
COc1ccc(S(=O)(=O)N2CCOCC2)cc1NC(=O)COc1ccc2c(C)cc(=O)oc2c1	-19.4	-13.7
COc1cccc(OCc2nnc(SCC(=O)N3c4ccccc4Sc4ccc(Cl)cc43)o2)c1	-28.7	-3.6
COc1ccc(CN2CCN(CCCc3ccccc3)C(CCO)C2)c(O)c1 (configuration not stated)	-5.8	4.2
O=C(CCN1C(=O)C2CC=CCC2C1=O)N1CCN(c2ccccn2)CC1 (configuration not stated)	7.5	-5.6
S=C(Nc1ccc(Cl)cc1Cl)N1CCCC1	-14.6	3.0
CCCOC(=O)CCNc1n[nH]c(=O)[nH]c1=O	-6.3	-2.9
Cc1cc(NC(=O)CN2CCC(O)(c3cccc(F)c3)CC2)no1	4.4	-7.8
S=C(Nc1ccc(Br)cc1)NC1CCN(Cc2ccccc2)CC1	0.5	7.1
Cc1noc(C)c1COC(=O)c1cnc(Cl)c(Cl)c1	-5.9	-4.2
COc1ccc(CNC(=O)COC(=O)c2ccc(F)c(S(=O)(=O)N3CCCCC3)c2)cc1OC	7.7	-2.5
CN(C(=O)c1ccc(NC(=O)Cc2cccc(NC(=O)C3CCCN(C(=O)C4CCCCC4)C3)c2)cc1)C1CCCC1 (configuration not stated)	-1.7	-6.9
CCN(CC)C(=O)Cn1cc(C(=O)C2CC2)c2ccccc21	1.3	-4.4
O=C(NCc1ccc(F)cc1)c1ccc(Br)o1	1.3	-11.3
C=CCOc1ccccc1CN1CCC(Cc2ccccc2)CC1	-3.3	12.4
O=C(CSc1nnnn1-c1ccc(C(=O)O)cc1)NC1CC1	-5.3	5.4
CCOc1ccc(S(=O)(=O)N2Cc3ccccc3CC2C(=O)O)cc1 (configuration not stated)	-10.6	8.0
CC(C)CN(C(=O)Cn1c(=O)cnc2ccccc21)C1CCS(=O)(=O)C1 (configuration not stated)	13.8	-0.9
Cn1c(=O)c2c(SCC(=O)N3CCOCC3)nc(-c3ccccc3F)nc2n(C)c1=O	-14.6	2.5
CCOC(=O)/C=C1\Nc2ccccc2OC1=O	-9.5	6.0
O=S(=O)(c1ccccc1)c1nc(NC2CC2)sc1Cl	-12.0	8.7
O=C1CC(NCC2CCCO2)C(=O)N1c1ccc(F)cc1 (configuration not stated)	0.8	8.2
CN(C(=O)CSc1nnc(-c2ccc(Cl)cc2)n1CC1CCCO1)C1CCS(=O)(=O)C1 (configuration not stated)	-20.1	21.3
CCOC(=O)c1cccc(NC(=O)CNS(=O)(=O)c2cccs2)c1	35.1	1.3
COc1ccc(C(=O)NCCCC2CCCC2)cc1OC1CCN(C(C)C)CC1	-11.1	-2.2
CCOC(=O)c1cc2c(=O)n3ccccc3nc2n(Cc2ccco2)c1=NC(=O)c1ccc(OC)cc1OC	-1.8	20.9
CCc1ccc(NC(=O)Cn2c3[n+](c4c(F)c(F)ccc42)CCCCC3)cc1	1.9	9.6
Cn1[nH]c(CSc2ccc(Cl)cc2)cc1=O	-8.5	-1.0
CN(C)C(=O)c1cn(-c2ccccc2)nc1-c1cc2ccccc2oc1=O	-3.0	13.0
CCc1nnc(NC(=O)CSc2nnc(C)c(=O)n2N)s1	-15.3	8.8
COc1cc(OC)c(NC(=O)CC2SC(N)=NC2=O)cc1Cl (configuration not stated)	-10.1	-2.3
Cc1c(Cl)cccc1-n1c(SCC(=O)NCc2cccs2)nnc1-c1ccncc1	1.6	3.6
Cc1oc(C(=O)O)cc1CSCc1cc(C(=O)O)c(C)o1	2.3	1.6
Cc1ccccc1CN1CCNC(=O)C1CC(=O)NC1CCCCCCC1 (configuration not stated)	10.1	2.0
O=C(N/N=C/c1ccoc1)c1cc(Br)ccc1O	10.1	-6.7
CN(C)c1nc(N2CCOCC2)nc(N(c2ccccc2)c2ccccc2)n1	10.5	4.9
CN(C)c1ccc(NC(=O)C(=O)NCCOc2ccccc2)cc1	-1.3	-6.9
COc1ccc(C(=O)Nc2ccc(Br)cn2)cc1S(=O)(=O)N1CCOCC1	-5.9	53.4
CCCn1nnnc1SCC(=O)Nc1ccc(F)cc1	-20.1	4.9

# Part of the list above, with values under each structure.
# Values in the order – H9c2 TAG inh, H9c2 TAG inh DAPI viability
O=C(NCc1ccc(F)cc1)c1ccc(Br)o1
→ 1.3, -11.3
C=CCOc1ccccc1CN1CCC(Cc2ccccc2)CC1
→ -3.3, 12.4
O=C(CSc1nnnn1-c1ccc(C(=O)O)cc1)NC1CC1
→ -5.3, 5.4
CCOc1ccc(S(=O)(=O)N2Cc3ccccc3CC2C(=O)O)cc1 (configuration not stated)
→ -10.6, 8.0
CC(C)CN(C(=O)Cn1c(=O)cnc2ccccc21)C1CCS(=O)(=O)C1 (configuration not stated)
→ 13.8, -0.9
Cn1c(=O)c2c(SCC(=O)N3CCOCC3)nc(-c3ccccc3F)nc2n(C)c1=O
→ -14.6, 2.5
CCOC(=O)/C=C1\Nc2ccccc2OC1=O
→ -9.5, 6.0

# Other records follow:
SMILES	H9c2 TAG inh	H9c2 TAG inh DAPI viability
COc1cc(OC)c(S(=O)(=O)NC(C)C)cc1S(=O)(=O)NC(C)C	0.8	2.1
CCn1c(COc2ccc(Cl)cc2)nnc1SC1CCc2ccccc2C1=O (configuration not stated)	-19.8	1.4
O=C(NNC(=O)C1CCN(S(=O)(=O)c2ccc(Cl)cc2)CC1)c1ccncc1	-3.4	-29.7
CCN(CC(=O)Nc1ccc2c(c1)OCCO2)C(=O)/C=C/c1ccc(OC)c(OC)c1	0.7	-3.1
O=C(NC1CC(=O)N(c2cccc(F)c2)C1)C(=O)c1c[nH]c2ccccc12 (configuration not stated)	-7.2	-2.3
CC(NC(=O)/C(=C/c1ccc2c(c1)OCO2)NC(=O)c1cccc([N+](=O)[O-])c1)C(=O)O (configuration not stated)	5.1	0.1
COc1cccc(NC(=O)C(=O)N/N=C/c2ccc3c(c2)OCO3)c1	13.2	7.1
O=C(O)c1cc(-c2cccs2)nc2ccc(F)cc12	3.8	-12.3
COc1ccc(CN2CCNC(=O)C2CC(=O)O)cc1OC (configuration not stated)	3.2	-3.1
COc1ccc(-c2[nH]ncc2N=Nc2cc(C)cc(C)c2)cc1	15.6	-17.4
COc1ccc(-c2nnn(CC(=O)NCc3ccc4c(c3)OCO4)n2)cc1OC	2.1	0.8
CCCCCN(C(=O)CCC(=O)OCCOc1cccc(Cl)c1)c1c(N)n(CCCC)c(=O)[nH]c1=O	-6.0	5.3
CCn1cc(CNc2nc3nonc3nc2N2CCCCC2)cn1	1.9	-12.5
O=c1c(-c2c(O)cc(O)c3c2O[C@H](c2ccc(O)cc2)CC3)c(-c2ccc(O)cc2)oc2cc(O)cc(O)c12	-25.4	8.4
CCOC(=O)C(C(=O)OCC)C(=O)c1cccc2ccc3ccccc3c12	-7.4	7.0
Cc1c([N+](=O)[O-])ccc(S(=O)(=O)N2CCC(C(N)=O)CC2)c1C	0.2	2.5
O=C(C(=O)N1CCOCC1)c1cn(CCOc2ccccc2)c2ccccc12	2.1	-6.0
CCO[C@@H]1OC(C(=O)NCc2nc3ccccc3[nH]2)=C[C@H](C)[C@H]1CCCO	-1.2	-5.9
CC(=O)N1N=C(c2cccs2)CC1c1cccc([N+](=O)[O-])c1 (configuration not stated)	-4.5	-7.6
C=CCN(c1ccccc1C(=O)O)S(=O)(=O)/C=C/c1ccccc1	-16.8	2.0
CCOC(=O)Cn1nnnc1C(C(C)C)N(Cc1cc2c(C)cc(C)cc2[nH]c1=O)C1CCCC1 (configuration not stated)	12.5	-2.0
Cc1noc(C)c1CSCC(=O)OCC(=O)NC1CCCCC1	14.3	-3.3
O=C1CCN(Cc2ccc([N+](=O)[O-])cc2)CCN1[C@H](CO)Cc1ccccc1	10.8	-4.2
CN(C)c1ccc(CN2CCC(C(N)=O)CC2)cc1	6.1	0.9
O=C(CNC(=O)c1ccc(Br)o1)Nc1ccncc1	-18.9	4.0
CCN(CC(=O)Nc1ccc(OC)cc1)C(=O)c1ccc2ccccc2c1	-0.1	-2.0
O=C(c1cccc(Oc2ccc([N+](=O)[O-])cc2)c1)N1CCOCC1	-5.7	-3.7
O=C(O)c1ccccc1C(=O)c1ccc(N2CCOCC2)c([N+](=O)[O-])c1	-5.9	9.0
Cc1sc(NC(=O)c2cccs2)nc1-c1ccccc1	28.7	9.7
CCCc1cc(NC(=O)COC(=O)c2ccc(O)cc2O)n(-c2ccccc2)n1	-22.5	7.4

# Molecules above with an NH in an aromatic ring (nine):
SMILES	H9c2 TAG inh	H9c2 TAG inh DAPI viability
CCCCn1c(N)c(N(CC(C)C)C(=O)c2cccc(S(=O)(=O)N(C)c3ccccc3)c2)c(=O)[nH]c1=O	28.8	-5.3
Clc1ccc2nc(C3CCN(Cc4nnnn4C4CCCCC4)CC3)[nH]c2c1	-22.0	9.0
CCCOC(=O)CCNc1n[nH]c(=O)[nH]c1=O	-6.3	-2.9
Cn1[nH]c(CSc2ccc(Cl)cc2)cc1=O	-8.5	-1.0
O=C(NC1CC(=O)N(c2cccc(F)c2)C1)C(=O)c1c[nH]c2ccccc12 (configuration not stated)	-7.2	-2.3
COc1ccc(-c2[nH]ncc2N=Nc2cc(C)cc(C)c2)cc1	15.6	-17.4
CCCCCN(C(=O)CCC(=O)OCCOc1cccc(Cl)c1)c1c(N)n(CCCC)c(=O)[nH]c1=O	-6.0	5.3
CCO[C@@H]1OC(C(=O)NCc2nc3ccccc3[nH]2)=C[C@H](C)[C@H]1CCCO	-1.2	-5.9
CCOC(=O)Cn1nnnc1C(C(C)C)N(Cc1cc2c(C)cc(C)cc2[nH]c1=O)C1CCCC1 (configuration not stated)	12.5	-2.0

# More compounds.
SMILES	H9c2 TAG inh	H9c2 TAG inh DAPI viability
N#CCCN(C(=O)COC(=O)CCN=C1NS(=O)(=O)c2ccccc21)c1ccc(F)cc1	-4.3	1.9
CC(=O)c1ccc(NC(=S)N2CCN(S(=O)(=O)c3ccc(F)cc3)CC2)cc1	-13.2	7.3
O=C(c1ccc(Cl)c(S(=O)(=O)N2CCCCCC2)c1)N1CCCC(C(F)(F)F)C1 (configuration not stated)	19.1	-4.0
CN(C)c1[nH]c(=O)c(C#N)c2c1CCN2Cc1ccccc1	-3.0	3.9

# An excerpt; rates above refer to the full screens.
